# Assay outcomes as filed in PubChem BioAssay.
# DAX1 inh-1 – inhibitors of DAX1 repression of SF-1 activated StAR promoter; inhibition, % at 6.8 µM; HEK293T StAR-luciferase reporter, SF-1/DAX-1 repression relief; AID 652010; 370,000 tested, 1.1% active;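 active = inhibition above the mean over all tested compounds plus 3 SD, cut at about 3.6% in these data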;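 also: 0% = DAX-1 cells with DMSO and 100% = cells lacking DAX-1 with DMSO; higher inhibition means more luminescence from relief of DAX-1 repression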
# DAX1 inh-2 – NR0B1 (DAX1) inhibition; HEK293 Gal4-DAX1 luciferase reporter, luminescence; AID 504766; inhibition, % at 6.75 µM; P51843; 340,000 tested, 0.99% active;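 active = inhibition above the mean over all tested compounds plus 3 SD, cut at about 4.2% in these data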;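 also: 0% = DAX1-transfected cells with DMSO and 100% = empty-vector control cells with DMSO; inhibition shows as a rise in luminescence from relieved DAX1 repression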
# Target sequence (P51843 207-470 limits assumed): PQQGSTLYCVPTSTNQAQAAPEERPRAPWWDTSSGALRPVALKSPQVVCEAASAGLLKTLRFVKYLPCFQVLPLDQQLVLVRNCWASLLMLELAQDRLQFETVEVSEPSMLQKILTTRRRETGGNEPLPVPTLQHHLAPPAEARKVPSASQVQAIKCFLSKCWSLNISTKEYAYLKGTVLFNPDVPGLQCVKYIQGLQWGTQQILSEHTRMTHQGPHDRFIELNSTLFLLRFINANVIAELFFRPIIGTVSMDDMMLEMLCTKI
# KLK7 zymogen act – activators of human kallikrein-7 zymogen; P49862; purified proKLK7, EDANS-DABCYL substrate fluorescence; 100% is mature enzyme control, 0% vehicle; activation, % at 7 µM; 370,000 tested, 0.9% active;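 active = activation above the mean of all tested compounds plus 3 SD, computed per campaign excluding outliers beyond control limits, cut at about 13% in these data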
# Target sequence (P49862 whole entry, looked up): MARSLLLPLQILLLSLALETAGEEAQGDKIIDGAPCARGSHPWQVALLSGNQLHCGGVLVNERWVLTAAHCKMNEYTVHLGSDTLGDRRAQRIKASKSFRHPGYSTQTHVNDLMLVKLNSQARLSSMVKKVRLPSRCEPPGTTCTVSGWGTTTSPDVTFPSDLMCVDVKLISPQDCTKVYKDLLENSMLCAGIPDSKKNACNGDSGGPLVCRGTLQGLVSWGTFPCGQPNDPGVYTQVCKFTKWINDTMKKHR
# NPR1 activator – GC-A (human) enzyme activation; P16066; activation, % at 10 µM; HEK293 GC-A cells, cGMP TR-FRET, EC30 ANP; 0% at EC30 ANP, 100% saturating ANP; 370,000 tested, 0.14% active; AID 1671463; in the data active = activation above about 40%
# GC-B act – GC-B (human) receptor activation; P20594; HEK293-GC-B cells, CNP EC30, cGMP TR-FRET; 0% at EC30 CNP, 100% saturating CNP; activation, % at 10 µM; 370,000 tested, 0.11% active;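 active = activation at 10 µM reaching about 35% in either raw or pattern-adjusted values, limit read from the data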
# hgDAF-12 ag – hgDAF-12 agonism, primary luciferase screen; HEK293 GAL4-hgDAF12 UAS-luciferase reporter, agonist luminescence; normalized to butyrate control; activation, % at 6.8 µM; 370,000 tested, 1.8% active;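 active = activation above a cutoff set at the mean of all screened compounds plus 3 SD, cut at about 10% in these data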;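 also: 0% = DMSO wells and 100% = sodium butyrate wells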
# ssDAF-12 act – S. stercoralis DAF-12 activation, primary screen; HEK293 ssDAF-12/GRIP1 lit1-tk-luc reporter, luminescence; % of 3 µM dafachronic acid response; activation, % at 6.8 µM; 370,000 tested, 1% active; AID 652126;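 active = activation above the mean over all tested compounds plus 3 SD, cut at about 0.9% in these data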;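 also: 0% = DMSO-only wells and 100% = 3 µM delta7-dafachronic acid wells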
# SMARCA2 act – SMARCA2 function activation, primary screen; MG213 cells, MMTV-luciferase reporter, dexamethasone, overnight; activation, % at 9.1 µM; 370,000 tested, 1% active; in the data active = activation above about 7.8%;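 also: 0% = vehicle wells and 100% = reference activator wells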
# hcDAF12 agonist – activators of H. contortus DAF-12 nuclear receptor | HEK293 hcDAF-12 lit1-tk-luc reporter, luminescence; 0% DMSO, 100% Δ7-dafachronic acid | activation, % at 6.8 µM | 370,000 tested, 1.4% active;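 active = activation above the mean of all tested compounds plus 3 SD, cut at about 5.5% in these data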;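 also: 100% = response to 3 µM Δ7-dafachronic acid high control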
# sPLA2-III inh – Inhibits HGIII-sPLA2 liposome hydrolysis, primary screen; QFRET BODIPY PC-A2 liposome hydrolysis, fluorescence; inhibition, % at 12.2 µM; 370,000 tested, 0.56% active; AID 743126;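 active = inhibition above mean plus 3 SD of compounds lying within the high and low control bounds, cut at about 19% in these data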;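 also: 0% = median of test compound wells and 100% = no enzyme DMSO wells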
# Target sequence (Q9NZ20 whole entry, looked up): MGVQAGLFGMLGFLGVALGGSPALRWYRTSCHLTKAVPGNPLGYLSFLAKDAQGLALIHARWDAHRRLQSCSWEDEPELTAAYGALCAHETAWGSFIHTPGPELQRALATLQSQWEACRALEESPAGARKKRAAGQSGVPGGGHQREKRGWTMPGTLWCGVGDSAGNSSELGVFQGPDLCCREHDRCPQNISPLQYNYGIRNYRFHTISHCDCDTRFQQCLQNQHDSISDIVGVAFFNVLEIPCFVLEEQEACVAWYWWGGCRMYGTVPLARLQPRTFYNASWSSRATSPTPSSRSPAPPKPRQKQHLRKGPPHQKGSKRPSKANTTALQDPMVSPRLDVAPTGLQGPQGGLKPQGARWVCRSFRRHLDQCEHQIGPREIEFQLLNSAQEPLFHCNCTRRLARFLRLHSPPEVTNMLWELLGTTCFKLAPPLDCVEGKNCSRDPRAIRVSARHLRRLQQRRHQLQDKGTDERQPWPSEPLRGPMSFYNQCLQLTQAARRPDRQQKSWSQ
# GAA850 FXN act – activators of GAA850 frataxin (FXN) promoter; HEK293 lucGAA850 FXN promoter luciferase reporter, 24 h; percent of 10 µM SAHA response; activation, % at 6 µM; 360,000 tested, 0.56% active;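 active = activation above the average of all compounds screened plus 3 SD, cutoff fixed separately per campaign, cut at about 7.5% in these data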;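 also: 0% = DMSO wells and 100% = 10 µM SAHA wells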
# Active calls of the source: *; . = not tested or not shown. The order is random; 6.7% or so of the library scored in one or more.
SMILES,DAX1 inh-1,DAX1 inh-2,KLK7 zymogen act,NPR1 activator,GC-B act,hgDAF-12 ag,ssDAF-12 act,SMARCA2 act,hcDAF12 agonist,sPLA2-III inh,GAA850 FXN act
CN1CCN(Cc2c(C#N)c3ccccc3n2C)CC1,0.8,0.2,-0.9,0,3,-1.2,-1.2,3,0.7,5,-3.3
CCOC(=O)c1c(NC(=O)CSc2nnc(-c3c[nH]c4ccccc34)n2C)sc2c1CCCC2,-0.8,0.2,1.5,-17,-7,0.4,-1.0,-1,-0.1,0,1.0
Cn1c(SCCN2CCOCC2)nc2sc3c(c2c1=O)CCCC3,-0.3,1.2,-0.1,4,7,2.0,-1.3,1,1.1,2,3.4
CCn1nc(C(=O)Nc2ccccc2C)c(Cl)c1Cl,-0.4,0.1,0.1,1,0,0.3,-0.7,0,0.1,-1,-1.4
COc1ccc(OC)c(NS(=O)(=O)c2ccc(-n3cccn3)cc2)c1,-0.6,0.1,0.3,-5,0,-0.1,-1.6,-3,-1.2,-5,-3.4
O=C1OC(C(=O)Nc2ccccc2)Cc2ccccc21 (configuration not stated),1.6,0.4,-1.3,-1,-2,4.2,-0.9,1,0.9,4,3.1
CC1=NN(c2ccccc2)C(=O)C1N=Nc1cccc(O)c1 (configuration not stated),0.8,1.2,-1.2,-1,-1,14*,1.6*,5,18*,-20,0.1
COc1ccccc1/C=C/C(=O)N1CCN(S(=O)(=O)c2cccs2)CC1,-1.0,0.8,-0.4,-4,-8,2.0,-1.5,-1,-2.3,-7,1.5
COc1ccc(CCC(=O)Nc2ncc(C)s2)cc1,0.1,1.0,0.7,-3,-12,4.1,2.2*,-3,1.3,2,1.6
O=C(NCc1ccccn1)C12CC3CC(CC(C3)C1)C2,-0.3,-0.5,-0.6,-1,4,2.6,-1.8,0,-1.2,3,2.7
O=C(OCCCCN1C(=O)c2ccccc2C1=O)c1n[nH]c2ccccc12,-0.6,-1.5,0.8,1,7,-1.6,-1.8,-5,-2.0,-33,-0.9
CC(C)NC(=O)Nc1nnc([C@H]2C[C@H](O)[C@@H](CO)O2)s1,0.9,.,-0.2,2,0,0.1,-0.6,-1,0.6,12,-1.6
S=c1[nH]ccn1Cc1ccccc1,-0.4,0.2,0.1,-1,-1,0.5,-1.2,8.9*,0.5,5,-1.4
Cc1ccccc1C(=O)N[C@H](C(=O)N1CCC[C@H]1C(=O)NCCc1ccccc1Cl)C(C)C,0.2,.,-0.8,-1,0,-0.7,-0.8,-1,0.3,-2,.
O=C(CSc1nnc(NC(=O)c2c(F)cccc2F)s1)NC1CC1,0.0,-1.0,0.1,-4,1,0.7,-0.6,-1,0.2,-3,3.2

# Arranged by count of non-hydrogen atoms (falling): some entries from above.
SMILES,DAX1 inh-1,DAX1 inh-2,KLK7 zymogen act,NPR1 activator,GC-B act,hgDAF-12 ag,ssDAF-12 act,SMARCA2 act,hcDAF12 agonist,sPLA2-III inh,GAA850 FXN act
Cn1c(SCCN2CCOCC2)nc2sc3c(c2c1=O)CCCC3,-0.3,1.2,-0.1,4,7,2.0,-1.3,1,1.1,2,3.4
CC1=NN(c2ccccc2)C(=O)C1N=Nc1cccc(O)c1 (configuration not stated),0.8,1.2,-1.2,-1,-1,14*,1.6*,5,18*,-20,0.1
CN1CCN(Cc2c(C#N)c3ccccc3n2C)CC1,0.8,0.2,-0.9,0,3,-1.2,-1.2,3,0.7,5,-3.3

# Next section
SMILES,DAX1 inh-1,DAX1 inh-2,KLK7 zymogen act,NPR1 activator,GC-B act,hgDAF-12 ag,ssDAF-12 act,SMARCA2 act,hcDAF12 agonist,sPLA2-III inh,GAA850 FXN act
C/C(Cn1nnc([N+](=O)[O-])n1)=N\NC(=O)c1cccc(Cl)c1,0.1,-1.2,0.3,1,1,1.3,-0.8,3,-0.9,-11,2.6
N#C/C(=C\c1ccc(-c2nc3ccccc3s2)o1)C(N)=O,0.2,-0.7,17*,14,-1,5.4,0.8,4,6.8*,-3,4.3
S=C(Nc1ccc2[nH]ccc2c1)NC1CCCCC1,0.8,4.7*,0.0,-4,1,8.5,0.3,7,2.1,8,5.5
COc1ccc(CCN(C)CCCC(C#N)(c2cc(OC)c(OC)c(OC)c2)C(C)C)cc1OC (configuration not stated),-3.1,-0.8,-0.7,-15,-19,2.5,-1.0,4,-1.5,-22,-10
CCn1nc(NS(=O)(=O)c2ccccc2)c2cc3cccc(C)c3nc21,0.1,0.7,0.2,3,-2,-0.4,-1.0,4,1.0,-5,-1.2
COc1cccc(C(=O)COc2ccc(NC(=O)c3ccccc3)cc2)c1,-0.8,0.3,-0.3,4,3,-2.9,-0.5,1,-2.2,-18,1.8
Cc1ccc(CCNS(=O)(=O)c2ccc(C)cc2)cc1,0.0,0.1,-0.5,3,8,0.9,-1.4,-4,0.0,-7,1.2
Cc1nc2sc(C#N)c(N)c2c2c1CCCC2,0.4,-0.7,15*,9,-1,-0.1,-1.7,2,-1.5,1,2.2
Cc1nc2c(-c3ccccc3)c(C)nn2c(C)c1CCC(=O)N1CCOCC1,-0.5,-0.3,-0.8,4,-2,-2.1,-1.1,-1,-1.3,6,1.7
CCOc1c(Br)cc(C(=O)NCCCn2ccnc2)cc1OC,0.1,-0.1,0.0,5,-6,-3.4,-1.1,-1,-1.1,2,1.3
CC(=O)c1cccc(NC(=S)NC(=O)c2cccc(C)c2)c1,1.9,0.1,0.0,1,6,13*,-1.1,6,0.8,4,4.5
Nc1ccc2nn(-c3ccc(F)cc3)nc2c1,2.1,4.3*,45*,31,-2,16*,2.3*,4,14*,1,4.1
CCCC(=O)N1CCN(c2ccc(NC(=O)c3cccs3)cc2Cl)CC1,-0.7,1.7,0.2,-1,-2,-0.1,-1.9,0,-0.1,11,-0.2
COc1cc2c(cc1OC)CN(Cc1ccc(C)s1)CC2,-0.1,-0.4,1.9,0,2,1.5,-1.1,-7,-1.1,-2,3.2
O=C1c2oc3ccc(Br)cc3c(=O)c2C(c2cccc(F)c2)N1CCO (configuration not stated),-0.3,0.1,1.1,-10,-5,-0.7,-1.1,1,-1.9,0,-0.5
COC(=O)c1cc(OCC(=O)Nc2ccc3c(c2)CCC3)cc(C(=O)OC)c1,1.9,-0.5,0.2,3,-3,0.0,-1.3,-2,-0.9,3,0.7
COC(=O)[C@]12C[C@H](CC(=O)NCc3ccccc3)C(=O)N(Cc3ccc4c(c3)OCO4)C1=C[C@H](C(C)C)O[C@@H]2C1CC1,0.5,.,0.2,-5,-5,2.5,-1.1,-3,-1.0,-9,.
COc1ccc(-c2cc3c(=O)n(CC(=O)NCCCc4ccccc4)ncn3n2)cc1,0.4,0.9,-0.2,-1,-1,8.2,-1.2,4,3.5,-3,1.5
O=C(c1ccccc1Br)N1CCn2c1nc1ccccc12,-0.8,1.5,0.1,-8,0,0.7,-1.7,-1,0.0,-2,0.5
O=C(CSc1nc2ccccc2c(=O)n1Cc1ccco1)NCCN1C(=O)CSC1=O,-0.1,-0.2,0.6,-16,-13,5.9,-1.5,-2,0.3,-3,0.2
OCC[C@H]1C[C@@H](O)[C@H](O)[C@]2(CCCO2)O1,0.0,0.5,-0.2,4,0,-1.4,-0.9,0,-1.5,4,-2.1
Cc1ccc(S(=O)(=O)N2CCOCC2)cc1NC(=O)Cn1c(=O)ccn(Cc2ccccc2)c1=O,-1.4,0.2,-0.5,0,-6,6.2,-1.4,-1,0.1,8,1.4
C=CCN(c1ccccc1OC)S(=O)(=O)c1cccc(C(=O)NCc2cccs2)c1,0.7,1.2,-0.2,-3,3,-0.4,-0.8,3,-1.7,-13,1.4
CCc1c(-c2ccccc2)nc2sc3c(c2c1N)CCCC3,0.7,2.2,1.1,-6,-5,2.5,0.1,1,1.3,8,0.5
COc1ccc(NC(=O)c2oc3ccccc3c2CSC)cc1S(=O)(=O)N1CCOCC1,0.2,0.4,-0.4,2,-1,-2.1,-0.6,-4,0.1,9,0.4
O=C(NCc1ccccc1C(F)(F)F)C1CC(c2cccc(F)c2)=NO1 (configuration not stated),-0.2,0.6,0.8,-1,2,-1.0,-0.8,-2,-0.9,-4,2.0
CC(=NCCCNC1CCCCC1)C1=C(O)CC(C)(C)CC1=O,0.9,1.8,0.5,-2,1,2.8,-0.5,-1,0.4,-3,-0.1
COc1ccccc1-n1c(CNC(=O)COc2ccccc2)n[nH]c1=S,0.5,-0.9,0.2,1,0,2.0,-1.3,-2,1.8,10,2.0
CC(=O)N(C(C)=O)c1nc2nc(C)cc(C)n2n1,1.0,0.6,0.4,0,5,1.8,-1.5,-5,-0.3,11,1.4
COc1ccc(N2CCN(S(=O)(=O)c3cc4c5c(c3)C(C)C(=O)N5CCC4)CC2)cc1 (configuration not stated),-2.1,-1.4,-0.1,-1,-2,-4.2,-1.4,-3,-2.1,-60,0.0
CCOC(=O)c1cc2ccccc2n1CCN(CC)CC,-0.5,0.9,0.6,-5,-8,2.2,-0.7,-3,-1.1,2,1.6
O=C(OCn1nnc2ccccc2c1=O)C1=COCCO1,0.6,0.4,-0.3,7,9,2.5,-1.5,-2,-1.8,-2,-2.8
COc1ccc(NC(=O)C2CCCN2C(=O)OC(C)(C)C)cc1 (configuration not stated),0.3,1.4,0.1,0,2,0.3,-1.6,-3,-1.5,4,2.0
O=S(=O)(c1cccc(F)c1)N1CCCN(c2ccc(C(F)(F)F)cn2)CC1,0.6,.,0.5,1,0,-1.5,-1.8,-1,-0.2,-9,2.2
Cc1ccc(C)c(NC(=O)NCc2ccccn2)c1,1.1,0.1,-0.4,-1,2,-1.4,-1.0,-2,-1.4,6,2.3
CC1CC(C)CN(CC(=O)NNC(=O)COc2ccc(Cl)cc2)C1 (configuration not stated),1.3,-0.5,0.1,0,2,-0.3,-1.2,0,-0.3,-2,-0.7
COc1ccc(-c2nc(CSCC(=O)N3CCc4ccccc4C3)c(C)o2)cc1OC,-0.2,2.1,0.4,-1,-1,1.4,-0.7,1,-3.0,1,-2.0
CCOc1ccc(S(=O)(=O)Nc2ccccc2C(=O)NCc2ccco2)cc1,0.1,0.2,-2.1,-3,0,0.6,-1.5,-4,-1.3,-19,0.4
O=C(c1ccco1)N1CCN(C(=O)c2cc3ccccc3oc2=O)CC1,-1.1,2.1,0.5,2,0,-0.2,-0.3,0,0.0,2,0.0
Cc1ccc2nc3c(cc2c1)c(NC(=O)c1ccco1)nn3CC(C)C,-0.7,12*,-4.9,2,2,0.2,-1.5,0,-0.7,-1,-1.3
CCN(CC(=O)Nc1ccc(NC(C)=O)cc1)C(=O)C1(c2ccccc2)CC1,0.9,-0.3,-0.6,-1,-2,-1.3,-1.4,0,0.3,0,-1.8
CCCCN(C)C(=O)c1sc2ncn(CC)c(=O)c2c1C,0.8,0.5,0.1,-6,-4,1.1,-0.8,-2,1.4,5,-0.4
COC(=O)c1cc(S(=O)(=O)NCC2CCN(Cc3cc(C)ccc3C)CC2)cn1C,0.8,0.0,-0.2,-9,-5,-2.2,-0.9,-5,0.3,-22,-1.4
Cc1ccc(-n2nnnc2-c2cnc(-c3cccnc3)nc2C(F)(F)F)cc1,1.2,-1.9,0.2,-10,-10,-0.2,-0.3,-4,3.0,10,-1.2
COCCNC(=S)N1CCN(c2nc(-c3ccccc3)cs2)CC1,-1.6,1.1,0.2,3,-2,0.9,-1.2,0,-2.6,13,0.7
